Compound activity (PubChem BioAssay)
Calb biofilm kill: clotrimazole potentiators killing Candida biofilms, primary screen, with clotrimazole, Alamar Blue; C. albicans biofilm + clotrimazole; inhibition, % at 6 µM; 85,000 compounds, 0.14% hits; AID 834, 2007;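 active means inhibition above 20%; inactive means inhibition below 20%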;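 further: preformed 24 hr biofilms exposed to compound for 48 hr; 0% = biofilm without compound and 100% = blank killed by clotrimazole plus chlorhexidine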
CD11b adhes enh: enhancers of CD11b/CD18 adhesion to fibrinogen, primary screen, K562 cells, luminescence; Integrin beta-2 (Homo sapiens) + Integrin alpha-M (Homo sapiens), P05107+P11215; ATPlite luminescence; activation, % at 10 µM; 93,000 compounds, 0.07% hits;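 active means 10 µM primary screen giving 50% or more activity, confirmed by 40% or more on retest at that dose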; further: strong numbers were not always called active; reference of the scale not given here
ERb SRC1 inh: inhibitors of ERβ-SRC1 coactivator interaction, primary screen, biochemical, TR-FRET, ERβ LBD, SRC-1 peptide; inhibition, % at 25.6 µM; Estrogen receptor beta (Homo sapiens), Q92731; 86,000 compounds, 1.3% hits; AID 633, 2007; TR-FRET ER-beta LBD / SRC1-Cy5 peptide binding; receptor agonist-loaded with 1 µM estradiol;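 active means compounds whose percent inhibition of the receptor-coactivator binding signal exceeds about 50% in the single-dose screen, limit read from the data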;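 further: 0% = receptor plus peptide wells without compound and 100% = peptide-only wells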
Target sequence (Q92731 whole entry, looked up, the tested form may be a part): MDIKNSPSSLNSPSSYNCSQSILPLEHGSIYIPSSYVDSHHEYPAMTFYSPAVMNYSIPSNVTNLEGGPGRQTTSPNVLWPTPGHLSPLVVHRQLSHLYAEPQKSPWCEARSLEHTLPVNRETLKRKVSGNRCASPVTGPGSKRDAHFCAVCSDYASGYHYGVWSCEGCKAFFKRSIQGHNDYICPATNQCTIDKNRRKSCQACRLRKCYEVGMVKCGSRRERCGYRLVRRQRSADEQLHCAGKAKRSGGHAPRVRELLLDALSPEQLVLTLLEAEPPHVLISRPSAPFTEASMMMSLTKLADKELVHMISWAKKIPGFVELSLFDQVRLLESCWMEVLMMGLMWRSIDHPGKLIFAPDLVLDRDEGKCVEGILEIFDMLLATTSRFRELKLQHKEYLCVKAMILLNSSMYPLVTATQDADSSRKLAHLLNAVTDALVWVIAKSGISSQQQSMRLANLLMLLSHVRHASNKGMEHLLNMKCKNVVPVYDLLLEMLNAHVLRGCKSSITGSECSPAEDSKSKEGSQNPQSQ
sEH act: soluble epoxide hydrolase activators, primary screen, biochemical, human sEH; Bifunctional epoxide hydrolase 2 (Homo sapiens), P34913; activation, % at 2 µM; purified human sEH enzymatic activity, activator screen; 91,000 compounds, 0.04% hits; AID 717, 2007; in the data active means activation above about 37%; further: values of inactives mirror those of a sister screen read the other way
Smad3 inh: Smad3/FoxH1 peptide binding inhibitors, primary screen, biochemical, TR-FRET | Mothers against decapentaplegic homolog 3 (Homo sapiens), P84022 | TR-FRET Smad3/Dy647-FoxH1 peptide binding, europium anti-His | inhibition, % at 25 µM | 88,000 compounds, 0.29% hits | AID 630, 2007;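 active means compounds that reduce the energy-transfer binding signal between the protein and its labelled peptide by more than half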;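 further: 0% = Smad3 plus labelled peptide maximal FRET and 100% = peptide-only background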
sEH inh: soluble epoxide hydrolase inhibitors, primary screen, biochemical, human sEH; inhibition, % at 2 µM; Bifunctional epoxide hydrolase 2 (Homo sapiens), P34913; recombinant human sEH enzymatic activity assay; 91,000 compounds, 0.34% hits; AID 707, 2007; in the data active means inhibition above about 80%; further: values of inactives mirror those of a sister screen read the other way; many of its hits are not listed in these tables
MT1-MMP txn act: MT1-MMP promoter reporter activation – cell-based, luciferase luminescence, primary screen. HT1080 MT1-MMP promoter luciferase reporter, overnight; hits give high values. activation factor at 10 µM. 86,000 compounds, 0.16% hits. AID 750, 2007;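 active means activation factor of at least 2 for MT1-MMP transcription at 10 µM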
Mac1 fbg inh: inhibitors of CD11b/CD18 adhesion to fibrinogen, primary screen, K562 cells, luminescence | AID 1497, 2009 | 93,000 compounds, 0.54% hits | ATPlite luminescence; Mn2+ added to activate the integrin | inhibition, % at 10 µM;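 active means primary inhibition of 50% or more at 10 µM, then 40% or more on retest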; further: some results filed as inactive read as strong as hits
ERa coact pot: enhancers of ERα–SRC-1 coactivator binding, primary screen, biochemical, TR-FRET, ERα LBD, low estradiol. TR-FRET ERalpha-LBD/SRC-Cy5 coactivator binding, 2 h; 100 = basal binding, no effect. coactivator binding (% of control), % at 25.6 µM. 86,000 compounds, 1.3% hits. Estrogen receptor (Homo sapiens), P03372; in the data active means activity above about 200%;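 further: binding measured in presence of low estradiol as agonist stimulus; 0% = peptide alone without receptor and 100% = receptor with peptide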
Target sequence (P03372 whole entry, looked up, the tested form may be a part): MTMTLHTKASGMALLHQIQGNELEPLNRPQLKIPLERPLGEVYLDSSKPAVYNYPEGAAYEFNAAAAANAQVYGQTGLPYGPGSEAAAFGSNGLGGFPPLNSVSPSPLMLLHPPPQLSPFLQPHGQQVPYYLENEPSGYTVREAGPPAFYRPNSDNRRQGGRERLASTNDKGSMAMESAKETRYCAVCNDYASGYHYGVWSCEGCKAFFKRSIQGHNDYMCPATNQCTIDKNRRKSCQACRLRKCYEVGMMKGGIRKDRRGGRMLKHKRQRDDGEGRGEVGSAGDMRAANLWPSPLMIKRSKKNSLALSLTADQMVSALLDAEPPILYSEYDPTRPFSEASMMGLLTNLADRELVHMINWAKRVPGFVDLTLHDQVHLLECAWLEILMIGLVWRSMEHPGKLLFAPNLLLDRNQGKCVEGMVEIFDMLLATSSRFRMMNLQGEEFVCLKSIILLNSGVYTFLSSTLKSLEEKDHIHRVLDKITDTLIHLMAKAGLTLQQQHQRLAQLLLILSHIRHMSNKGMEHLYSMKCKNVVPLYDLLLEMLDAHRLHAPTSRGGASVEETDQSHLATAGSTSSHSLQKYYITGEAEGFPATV
* = called active by the depositor; · = no result given; [ ] = remark or other dose. Some of the compounds tested, so the mix of outcomes need not match the whole.

SMILES	Calb biofilm kill	CD11b adhes enh	ERb SRC1 inh	sEH act	Smad3 inh	sEH inh	MT1-MMP txn act	Mac1 fbg inh	ERa coact pot
O=c1[nH]c(=O)n(Cc2ccco2)c(O)c1C=NCc1ccc2c(c1)OCO2	3	-1	11	-2	5	2	1.1	0	88
COCCCn1c(N)c(C(=O)Nc2sc3c(c2C(=O)OC)CCCC3)c2nc3ccccc3nc21	8	·	0	·	-1	·	1	·	87
Cn1c(O)c(C=NCc2cccs2)c(=O)n(C)c1=O	8	-1	-1[fluorescence artefact?]	·	7	·	1.1	0	106
CCc1nnc(NC(=O)CCc2nc(C3=CCN(C)CC3)no2)s1	-3	1	0	-3	0	6	1	-16	99
Fc1cccc(CCNCc2ccccn2)c1	·	0	·	2	·	-2	·	-9	·
CCCCc1nc2ccccc2c(=O)n1-c1ccccc1O	·	5	·	-2	·	0	1	15	·
O=c1c2ccccc2nc(-c2ccoc2)n1-c1ccccc1Cl	5	-3	5	1	8	0	·	-4	103
O=C(CSc1ccccc1)N1CCC2(CC1)OCCO2	7	-1	1	-20	-1	20	1.5	-28	121
COc1ccccc1N1CCN(Cc2ccc(Cl)cc2Cl)CC1	2	-1	10	15	-2	-15	1.1	-40	103
O=C1NC(=S)NC(=O)C12C(c1ccc(F)cc1)NC(=S)NC2c1ccc(F)cc1 (stereo unspecified)	1	-5	-7	-13	7	11	·	7	88
O=c1cccc2n1CC1CC2CN(C(c2ccccc2)c2sc3ncnn3c2O)C1 (stereo unspecified)	0	-7	-2	·	5	·	1	10	3
Cn1c(O)c(C=NCCc2c[nH]c3ccccc23)c(=O)n(C)c1=O	·	-2	·	-14	·	13	·	-17	·
O=c1[nH]c(=O)n(CCc2ccc(F)cc2)c(O)c1C=NCCCn1ccnc1	1	1	-1[fluorescence artefact?]	·	1	·	1.1	-14	108
CCCCn1c(O)c(C(C)=NCCN2CCOCC2)c(=O)[nH]c1=O	10	1	-11	4	10	-5	1.2	9	117
CCC(=NCCCN1CCOCC1)c1c(O)n(Cc2ccccc2)c(=O)[nH]c1=O	4	1	8	0	2	1	1.2	-11	113
COc1ccc(-n2c(SC)nc3ccccc3c2=O)cc1	-2	2	-2	1	-9[fluorescence artefact?]	0	1.1	-13	70
C=CCOc1ccc(CC2C(=O)N(C)C(=O)N(C)C2=O)cc1	4	103	37[fluorescence artefact?]	11	30[fluorescence artefact?]	-13	1.1	-10	97
COCCNP(=O)(c1ccccc1)c1nc2ccccc2s1 (stereo unspecified)	·	-4	·	1	·	-3	·	2	·
Cc1nc2nc(C)c(CCC(=O)N3CCC4(CC3)OCCO4)c(C)n2n1	6	1	1[fluorescence artefact?]	5	6	-7	1.1	-8	114[fluorescence artefact?]
Cc1cc(O)c(CN2CCN(c3ccccc3)CC2)cc1C	3	-3	-1	10	6	-12	1.2	-4	96
O=C(Nc1ccc(Cl)cc1C(=O)c1ccccc1)c1ccc(Br)o1	·	11	·	-7	·	7	·	7	·
CCCc1[nH]nc2c1C1(C(=O)N(Cc3ccccc3)c3ccccc31)C(C(=O)OC)=C(N)O2 (stereo unspecified)	9	-3	1	2	-9	-2	1.1	9	77
COc1ccc(N=C2SCCCN2C)cc1	5	·	-4	-6	1	10	1	·	114
c1cc2c(cc1CCNC1CCCCCC1)OCO2	-1	·	-7	12	-10	-6	1.1	·	81
O=C(CF)NC(Nc1cccc2cccnc12)C(Cl)(Cl)Cl (stereo unspecified)	·	0	·	13	·	-16	·	-15	·

Brought forward from above: five entries, followed by the next part.
SMILES	Calb biofilm kill	CD11b adhes enh	ERb SRC1 inh	sEH act	Smad3 inh	sEH inh	MT1-MMP txn act	Mac1 fbg inh	ERa coact pot
O=C(Nc1ccc(Cl)cc1C(=O)c1ccccc1)c1ccc(Br)o1	·	11	·	-7	·	7	·	7	·
CCCc1[nH]nc2c1C1(C(=O)N(Cc3ccccc3)c3ccccc31)C(C(=O)OC)=C(N)O2 (stereo unspecified)	9	-3	1	2	-9	-2	1.1	9	77
COc1ccc(N=C2SCCCN2C)cc1	5	·	-4	-6	1	10	1	·	114
c1cc2c(cc1CCNC1CCCCCC1)OCO2	-1	·	-7	12	-10	-6	1.1	·	81
O=C(CF)NC(Nc1cccc2cccnc12)C(Cl)(Cl)Cl (stereo unspecified)	·	0	·	13	·	-16	·	-15	·
FC(F)(F)c1ccc2c(c1)nnn2C1CCN(Cc2nnnn2Cc2ccccc2)CC1	7	0	27	·	-7	·	1.1	30	105
Cc1ccc(N2C(=O)NC(=O)C3(Cc4ccccc4N4CCCC43)C2=O)cc1 (stereo unspecified)	4	·	-1	-1	-12	6	1.1	·	132[fluorescence artefact?]
COc1cc2c(cc1OC)C(C(=O)N1CCC3(CC1)OCCO3)C(c1ccccc1F)N(C)C2=O (stereo unspecified)	4	·	5	-8	-3	7	1.1	·	132[fluorescence artefact?]
Cc1nc2ccc(Cl)cn2c1P(=S)(N1CCOCC1)N1CCOCC1	6	2	-6	·	4	·	1.2	-3	106[fluorescence artefact?]
O=[P+](Cc1ccccc1)Cc1ccccc1	1	-2	-4	-2	8	5	1.4	-6	113
CSC1=NP(=S)(SC)N(C)c2nc3n(c21)CCC3 (stereo unspecified)	0	-3	-6	1	12[fluorescence artefact?]	0	1.1	4	86
COc1ccccc1-n1c(O)c(C=NCCCn2ccnc2)c(=O)[nH]c1=O	7	-3	-7	15	0	-15	1	-7	114
COc1ccc(OC)c(CC(=O)O)c1	-3	-4	3[fluorescence artefact?]	-8	8	8	1	1	130
O=C1NC(=O)N(Cc2ccccc2Cl)C(=O)/C1=C/N1CCOCC1	5	0	-2	2	-3	-4	0.9	-1	80
CN1C(=O)C(C2(C#N)CCCCC2)C(=O)N(C)C1=O	5	0	13	7	-1	-8	1.1	-23	72
N[C@@H](Cc1c[nH]c2ccccc12)c1nnc(SCc2c(F)cccc2Cl)o1	9	2	-7	2	6	-4	1.1	14	90
Nc1c(C(=O)NCCN2CCOCC2)c2nc3ccccc3nc2n1Cc1ccco1	-3	8	31[fluorescence artefact?]	4	-1	-4	1.3	-3	63[fluorescence artefact?]
CCOC(=O)c1ccc(NC(=O)C2C3C=CC(O3)C2C(=O)O)cc1 (stereo unspecified)	4	2	-9	12	5	-14	1.2	-2	92
COc1ccc(-c2cc(C(F)(F)F)n3nc(C(=O)N4CCC5(CC4)OCCO5)cc3n2)cc1OC	1	3	-3	14	-2	-19	1.2	-7	110[fluorescence artefact?]
CCOP(=S)(OCC)SCOC(=O)NCC(=O)OC	10	-2	-1[fluorescence artefact?]	·	4	·	1	-1	107
C=Cn1ccnc1P(=S)(c1cc(N(CC)CC)ns1)c1nccn1C=C	8	-2	13	15	-13	-14	1.2	1	100
CCc1cccc2c(C#N)cn(CC(=O)N3CCOCC3)c12	2	0	-6	1	12	-2	1.1	-16	100
CN(C)C(=O)Oc1ccc(OC(=O)c2ccccc2)cc1	4	-4	-29	-6	1	11	1.2	-4	107
Cc1cc(NC(=O)COC(=O)c2c(C)nn(Cc3ccccc3Cl)c2C)no1	0	4	-12	-18	-8	18	1.3	0	119
COCCn1c(-c2ccccc2)cc(C(=O)O)c1C	8	·	1[fluorescence artefact?]	12	-6	-11	1.1	·	87
c1ccc2c(c1)OCC(C1=NCCN1)O2 (stereo unspecified)	8	·	6	·	6	·	1.2	·	110
CCOC(=O)c1c(/N=C/c2c(O)n(-c3ccccc3F)c(=S)[nH]c2=O)sc2c1CCCC2	·	2	·	-9	·	10	·	3	·
O=C(CNC(=O)OCc1ccccc1)Nc1ccc(Br)cc1C(=O)c1ccccc1	·	5	·	-17	·	19	·	-5	·
CC(=O)c1c(C)n(CC2CCCO2)c2ccc(O)cc12 (stereo unspecified)	2	3	39[fluorescence artefact?]	2	12	-3	1.2	-16	78[fluorescence artefact?]
CCC(COC(=O)NC)NC(=O)Oc1cccc(C)c1 (stereo unspecified)	10	·	7	8	1	-8	1	·	96

Carrying on.
SMILES	Calb biofilm kill	CD11b adhes enh	ERb SRC1 inh	sEH act	Smad3 inh	sEH inh	MT1-MMP txn act	Mac1 fbg inh	ERa coact pot
CC1=CC(=O)NP(=O)(Oc2ccc3ccccc3c2)N1 (stereo unspecified)	2	-7	11	-3	-14	5	1.4	6	82
CC(=O)[C@H]1CC[C@H]2[C@@H]3CC[C@H]4C[C@H](O)CC[C@]4(C)[C@H]3C(=O)C[C@]12C	3	·	-5	·	1	·	1	·	100
Cc1ccc(N2CCN(CCc3ccccc3)CC2)cc1	·	-3	·	8	·	-7	·	-16	·
O=C1CCCC2C3CCCN4CCCC(CN12)C34 (stereo unspecified)	-2	-1	3[fluorescence artefact?]	12	-5	-14	0.8	9	97
COc1ccc(-c2nc3ccccc3n2OC(=O)N(C)C)cc1	0	-3	-12	-6	8	4	1.5	4	101[fluorescence artefact?]
CCCCNc1ccncc1S(=O)(=O)NC(=O)NC(C)C	3	·	-3[fluorescence artefact?]	-1	9	2	1.2	·	117[fluorescence artefact?]
Cc1[nH]c2ccccc2c1C1=CCNCC1	12	-2	-2[fluorescence artefact?]	3	3	-3	1	17	80[fluorescence artefact?]
CCCCn1c(O)c(C(C)=Nc2cccc(C(=O)O)c2)c(=O)[nH]c1=O	1	6	-4	-6	-3	5	1.2	-29	114
COc1cccc(CN2CCN(C(=O)COc3ccc4ccccc4c3)CC2)c1	7	0	6[fluorescence artefact?]	·	5	·	1.1	0	95
CCNc1nc2[nH]c(=O)c3c(c2s1)OC(N)=C(C#N)C3c1cccs1 (stereo unspecified)	·	-5	·	-2	·	2	·	9	·
O=C1NC(=O)C2(Cc3ccccc3N3CCOCC32)C(=O)N1c1ccccc1 (stereo unspecified)	3	-1	-7	-1	15	2	1.3	-2	107
CCOC(=O)C1CN(C)CCC1=O (stereo unspecified)	4	-2	-7	-6	1	6	1	4	114
COc1ccc(C(=O)C(C)(C)NO)cc1	8	-1	10[fluorescence artefact?]	5	-1	-5	1.1	61	102
CNCCc1c[nH]c2ccccc12	3	·	3[fluorescence artefact?]	·	-13	·	1.2	·	106
CC(C(=O)Nc1ccc(Br)cc1C(=O)c1ccccc1)N1CCOCC1 (stereo unspecified)	-1	-5	-9	16	0	-13	1.2	5	98
O=C(NCC(c1cccnc1)N1CCN(c2ccc(F)cc2)CC1)Oc1ccccc1 (stereo unspecified)	2	·	-6[fluorescence artefact?]	-8	6	11	1.2	·	118
Cc1cc(N2C(=O)C3CCCN3C2c2ccc(Cl)c(Cl)c2)no1 (stereo unspecified)	4	-6	-10	·	-2	·	1.1	-3	111
CCn1c(O)c(C=Nc2ccc(N3CCOCC3)c(Br)c2)c(=O)n(CC)c1=S	·	0	·	2	·	-2	·	3	·
OC12CCCCC1C(c1ccccc1)NCC2 (stereo unspecified)	7	-1	25	25	-12	-23	1.3	-10	96
CCN(CC)CCCN=Cc1c(O)n(-c2cccc(C)c2C)c(=O)[nH]c1=O	6	0	-2	·	7	·	1.2	-4	106
CCC(=Nc1ccccc1NC(C)=O)c1c(O)n(C)c(=O)n(C)c1=O	·	-1	·	14	·	-16	1.2	-31	·
Cc1ccc2occ(CN3CC4CC(C3)c3cccc(=O)n3C4)c(=O)c2c1 (stereo unspecified)	10	-6	-5	·	4	·	1	-2	111
